mcGAS lum: blocks mouse cGAS activity | actives 0.15% (n = 160,000) | AID 1259399 | recombinant cGAS, Kinase-Glo ATP depletion luminescence | inhibition, % at 12.5 µM | Q8C6L5;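 also: 0% = negative control wells and 100% = reference inhibitor with no enzyme activity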
NPYLR7 agonist: activates Aedes aegypti NPYLR7 receptor; HEK293T NPYLR7/Galpha15, GCaMP6s calcium fluorescence; activation, % at 10 µM; actives 0.15% (n = 270,000); AID 1259423; in the data active = activation above about 40%;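 also: 0% = vehicle and 100% = reference agonist at the receptor; some compounds past the cut are filed as inactive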
hcGAS inh: human cGAS inhibition; Q8N884; recombinant h-cGAS, ATP depletion, Kinase-Glo luminescence; inhibition, % at 12.5 µM; actives 0.081% (n = 290,000); AID 1259398;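 also: 0% = vehicle reaction and 100% = reaction without DNA for no activity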
Target sequence (Q8N884 whole entry, looked up): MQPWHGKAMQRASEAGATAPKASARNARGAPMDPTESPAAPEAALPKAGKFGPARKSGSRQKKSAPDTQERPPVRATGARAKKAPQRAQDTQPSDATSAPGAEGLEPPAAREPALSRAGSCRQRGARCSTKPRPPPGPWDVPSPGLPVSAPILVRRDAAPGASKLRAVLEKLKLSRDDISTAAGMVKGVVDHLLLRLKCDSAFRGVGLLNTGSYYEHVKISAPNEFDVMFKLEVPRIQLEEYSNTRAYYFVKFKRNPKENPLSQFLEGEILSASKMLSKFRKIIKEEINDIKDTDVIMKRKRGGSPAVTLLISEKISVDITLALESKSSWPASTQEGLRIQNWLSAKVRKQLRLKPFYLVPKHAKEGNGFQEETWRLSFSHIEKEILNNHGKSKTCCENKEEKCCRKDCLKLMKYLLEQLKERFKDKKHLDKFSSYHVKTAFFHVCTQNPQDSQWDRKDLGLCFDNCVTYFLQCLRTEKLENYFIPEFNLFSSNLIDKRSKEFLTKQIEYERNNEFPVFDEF
* = called active by the depositor; nt = no result given; & = joins results of further samples. Rule as the data show it, unless noted: active = inhibition above about 40%; inactive = the rest.

SMILES	mcGAS lum	NPYLR7 agonist	hcGAS inh
Cc1nn(C)c(C)c1CN(C(=O)CC1C=CCC1)C1CC1 (centres undefined)	nt	-2	-2
COc1cc(/C=C/C(=O)O)cc(OC)c1OC	nt	-8	-1
Cn1nccc1C(=O)NCCN1C(=O)OC(C)(C)C1(C)O (centres undefined)	nt	-4	4
COc1ccc(-c2cnc3ncnn3c2NCc2c(C)cc(Cl)cc2Cl)cc1OC	-4	11	-4
COC(=O)c1cc2n(n1)CCCN(C(=O)C(=O)Nc1ccc(F)cc1)C2	-16	-2	-3
COCCNC(=O)C1(C)CCCN(CC(=O)c2ccc(OC)cc2)C1 (centres undefined)	-1	10	2
COc1cc(OC)cc(C(=O)NCCSCc2cccs2)c1	nt	0	-6
COc1cc(/C=C\C(=O)NCc2cc(-c3ccc(C)cc3)on2)cc(OC)c1OC	-7	2	-8
CCOC(=O)c1sc2ncn(CC(=O)c3ccc(C)cc3C)c(=O)c2c1C	nt	-2	6
CCNC(=O)NC(=O)CSc1nnc(-c2ccccc2)n1CC	-5	10	-16
COc1cc(NC(=O)N(CC(=O)N(Cc2ccccc2)Cc2ccc(C)o2)CC(C)C)cc(OC)c1	-4	2	-4
CN1CCN(C(CN)c2ccc3c(c2)CCN3C)CC1 (centres undefined)	nt	5	-8
Cc1cc(C)n(CC2(CNc3ccnc(C(=O)NC4CC4)c3)CC2)n1	nt	2	-6
O=C(Cn1c(CO)cnc1SCc1cccc(C(F)(F)F)c1)NCc1ccccc1	nt	3	-6
Cc1cc(NC(=O)Nc2cccc(COCC(F)(F)C(F)F)c2)no1	nt	1	-3
O=C(CN1C(=O)NC2(CCCC2)C1=O)NCc1ccco1	nt	2	0
O=C(NC1CCN(c2ccccc2C(=O)NCc2cccc(C(F)(F)F)c2)CC1)c1ccccc1F	-9	18	-3
COc1cccc(-c2ccc3nnc(SCC(N)=O)n3n2)c1	-7	-11	-6
OCC1(CCCc2ccccc2)CCN(C2CCN(c3ccccc3)CC2)CC1	-2	-8	1
C=CCCC(O)CNCc1nc(-c2ccc3c(c2)OCO3)no1 (centres undefined)	-6	3	-8
Cn1c2c(c(=O)n(C)c1=O)CN(CCN1CCOCC1)CN2	nt	-9	-6
CCOc1ccccc1-n1c(=O)[nH]c2c(C(N)=O)ncnc21	nt	11	-11
Cc1cc(C)c(S(=O)(=O)NCc2ccco2)cc1C	nt	3	-3
C=CCn1c(SCc2ccc(OC)cc2)nnc1-c1cc(-c2ccccc2)nc2ccccc12	-5	1	-2
O=C(c1cccc(Br)c1)N1CCCC(N2CCN(CCOc3ccccc3)CC2)C1 (centres undefined)	-3	22	-3
Cc1cc(C)nc(NS(=O)(=O)c2ccc(NC(=O)CN3C(=O)S/C(=C\c4ccccc4)C3=O)cc2)n1	-1	-3	-1
Cc1cc(C)nc(NN=C2c3ccccc3-c3ccccc32)n1	nt	2	-4
Cc1ccc(NC(=O)CSc2ccc(-c3sc(-c4cccnc4)nc3C)nn2)c(C)c1	nt	2	-2
COCCOc1nc(-c2ccc(F)cc2)n(-c2ccc(NC(=O)c3ccc(F)cc3)cc2)n1	-6	16	-1
Cc1cccnc1C(c1ccc(F)cc1)N(C)C(=O)C1CCN(CCn2cnc3c2c(=O)n(C)c(=O)n3C)CC1 (centres undefined)	1	-14	0
O=C(CSc1ccc(C(F)(F)F)cn1)NC1CCOC1=O (centres undefined)	0	-6	-1
S=c1[nH]nc(-c2cccc(Br)c2)n1-c1ccccc1	-4	-7	-4
C=CCNC(=O)NC(=O)COC(=O)C1CC2CCCC(C1)C21SCCS1 (centres undefined)	nt	0	-4
CC(c1ccc2c(c1)OCCO2)N(C)Cc1cn(C)nc1-c1ccccc1F (centres undefined)	nt	10	-10
Cc1ccn(CCCOc2ccccc2)c(=O)c1	nt	-9	1
CCCCCOC(=O)C1=C(C)N(C)C(=O)NC1c1ccc(Cl)cc1 (centres undefined)	nt	4	-5
O=C(COC(=O)Cc1coc2ccc3ccccc3c12)Nc1c(F)cccc1F	nt	-8	-5
FC(F)(F)c1cccc(-n2nnnc2-c2nc3ccccc3[nH]2)c1	-8	1	-8
C=CCn1c(SCC(=O)NCCc2ccc(OC)c(OC)c2)nc2sc3c(c2c1=O)CCCC3	-4	-8	-3
CC(NC(=O)c1ccc([N+](=O)[O-])o1)C(=O)O (centres undefined)	nt	3	-9
COc1cccc(-c2nc(-c3cn[nH]c3C)[nH]c2-c2cccc(OC)c2)c1	nt	6	-5
CCC(C(=O)N1CCN(CC(OCc2cccc(OC)c2)c2ccc(Cl)cc2)CC1)c1ccccc1 (centres undefined)	-6	nt	-2
CC(=O)N1CCc2cc(S(=O)(=O)NCc3ccc(C)c(F)c3)ccc21	nt	9	-15
CNC(=O)[C@@H]1C[C@H](N)CN1C(=O)c1ccc2c(c1)nc(C)n2-c1ccccc1	-1	-1	0
CC1CCCCN1C(=O)c1cc(N2CCN(c3cccc(C(F)(F)F)c3)CC2)nc2ccccc12 (centres undefined)	-5	7	-6
CCNC(=O)C1(C)CCCN1C(=O)c1ccc(C)cc1 (centres undefined)	-8	8	-16
Cn1cnnc1Sc1ccc(C=NN=C2CC3CCC2(C)C3(C)C)cc1[N+](=O)[O-] (centres undefined)	-6	1	-7
CC(=O)Nc1ccc(C(=O)N(C)C(C)Cc2cc(C)ccn2)cn1 (centres undefined)	nt	2	-3
Fc1ccc(CNCC2(c3ccnc(-c4ccc(Cl)cc4)c3)CC2)cc1	-6	8	-6
CC(C)(C)CN1CC(O)CN(C(=O)Cc2cccs2)CC1=O (centres undefined)	-5	3	0
N#CC1(NC(=O)c2cc(I)c[nH]2)CC1	nt	2	-9
Cc1[nH]c(=O)[nH]c(=O)c1CCc1nnc(SCC(N)=O)o1	-6	-7	0
CCn1ccnc1CN1CCN(CCn2ccccc2=O)CC1	nt	3	-5
CCNCCN1C(=O)C(C)SC1c1ccc(OC)cc1 (centres undefined)	0	-2	1
COc1ccc(OC)c(C(=O)NC(C#N)c2ccccc2C)c1 (centres undefined)	nt	-6	5
Cc1cc(NC(=O)c2ccc(S(=O)(=O)N(C)C)cc2)n(-c2nc(C)c(C)c(=O)[nH]2)n1	0	-3	-1
COc1ccc(C2(C)NC(=O)N(NC(=O)CCl)C2=O)cc1 (centres undefined)	nt	10	-17
COc1ccccc1OCC1CN(C(=O)c2cccc(C#N)c2)CCO1 (centres undefined)	nt	24	-1
O=C(NCCn1[nH]c(=O)ccc1=O)c1ccccc1N1CCCC1	-12	nt	-7
CCCCN(CC(=O)N1c2ccccc2-n2cccc2C1c1ccc(Cl)cc1)C(=O)c1cccc(OC)c1 (centres undefined)	0	3	2
(further entries)
SMILES	mcGAS lum	NPYLR7 agonist	hcGAS inh
N#Cc1cccc(C(=O)N2CCN(Cc3cccc(-c4noc(-c5ccco5)n4)c3)CC2)c1	-2	39	-5
Cc1noc(C)c1C(=O)NC1CC1c1ccc(F)cc1 (centres undefined)	-18	-13&20	-4&-6
CCCCc1nc(N2CCCNCC2)c2c(-c3ccccc3)noc2n1	nt	-9	1
CCN(CC)S(=O)(=O)c1ccc(NC(=O)COc2ccc(Br)cc2Cl)cc1	nt	2	-4
CN(CCc1c[nH]c2ccccc12)C(=O)c1cncn1-c1cccc(-c2ccccc2C(F)(F)F)c1	-6	-2	-5
COCCN1CC(C(=O)NCCCN2CCCc3ccccc32)CCC1=O (centres undefined)	nt	2	2
Cc1ccc(NC(=O)CSc2cn(CC(=O)N3CCCC3)c3ccccc23)cc1Cl	-6	-3	-6
Cc1cc(NCC2CCS(=O)(=O)C2)nc(-c2cccnc2)n1 (centres undefined)	nt	-1	-6
Cc1cc(NC(=O)[C@H](C)NC(=O)c2ccco2)ccc1Br	nt	-4	-3
Nc1nnc(Sc2ncc([N+](=O)[O-])s2)s1	nt	-8	0
CN1CCCC(Nc2ccc(C(=O)N3CCC(N4CCOCC4)CC3)cn2)C1 (centres undefined)	-6	nt	-13
CCOc1ccc(C(=O)c2c(N)c(C#N)c3ccccn23)cc1	-7	-4	-6
Cc1cc(C)cc(Oc2cc(C)nc(SCc3ccccc3Cl)n2)c1	-2	5	-1
CCCCCCCCCC1c2c(n[nH]c2C)OC(=N)C1C#N (centres undefined)	-3	13	-2
O=C(c1ccc(Br)cc1)N1CCN(c2nc(CCc3ccccc3)nc3sc4c(c23)CCCC4)CC1	-5	14	-7
Cc1cc(C(=O)N(CCCN(C)C)c2nc3c(Cl)cccc3s2)n(C)n1	-6	1	-7
CC(O)CN1CCC(CNCc2c(Cl)nc3sccn23)CC1 (centres undefined)	nt	10	-5
CCOC(=O)c1c(C)c(C(=O)NCCC(C)C)c(C)n1C	-7	6	-4
c1ccc(CCc2nc(CN3CCC4(C3)OCCO4)cs2)cc1	nt	0	-5
O=C(CCN1C(=O)/C(=C/c2ccc(Cl)cc2)SC1=S)Nc1nccs1	nt	-1	-8
Cc1ccc2nc(C)c(NC(=O)CCSc3ccccc3)c(=O)n2c1	nt	3	-14
CCNS(=O)(=O)c1ccc2c(c1)C(=NO)c1cc(S(=O)(=O)NCC)ccc1-2	nt	0	1
CC1CN(Cc2ccccc2)c2nc3c(c(=O)n(Cc4ccc(Br)cc4)c(=O)n3C)n2C1 (centres undefined)	-6	1	-8
CCOc1cccc(CN2CCCn3cccc3C2c2ccc(Cl)cc2)c1 (centres undefined)	-4	8	-5

A stretch of the results above:
SMILES	mcGAS lum	NPYLR7 agonist	hcGAS inh
Cc1cc(C(=O)N(CCCN(C)C)c2nc3c(Cl)cccc3s2)n(C)n1	-6	1	-7
CC(O)CN1CCC(CNCc2c(Cl)nc3sccn23)CC1 (centres undefined)	nt	10	-5

(continued)
SMILES	mcGAS lum	NPYLR7 agonist	hcGAS inh
CC(C)N(C(=O)COC(=O)c1ccc(Cl)c(S(N)(=O)=O)c1)C(C)C	nt	3	2
Cc1cc(C)cc(C(=O)NCC(C)(O)c2cc(C)oc2C)c1 (centres undefined)	-6	9	-11
CCN(C(=O)c1ccon1)c1ccc(NC(=O)c2ccon2)cc1	nt	5	-7
Cc1c(C(=O)Nc2nccs2)nnn1-c1ccccc1	-10	2	-6
COc1ccccc1C/C(C)=C/C(=O)N(Cc1cccnc1)C(C)C	nt	2	-11
Cn1c(=O)n(CC(O)c2ccccc2C(F)(F)F)c2ccccc21 (centres undefined)	nt	0	-2
CCc1nn2c(NCCCn3ccnc3)cc(C)nc2c1-c1ccccc1	-8	1	-9
CCC1CN(Cc2cnc(-c3ccccn3)nc2)CCN1C(C)C (centres undefined)	-9	nt	-9
O=C1NC(Cc2c[nH]c3ccccc23)C(=O)N1Cc1nc2ccccc2s1 (centres undefined)	nt	6	-5
CC1(C(=O)Nc2ccc(N3CCC(O)CC3)c(C#N)c2)CCCc2ccccc21 (centres undefined)	nt	2	-9
Nc1ccc(-c2cc(C(=O)O)[nH]n2)cc1	-6	-5	-5
COc1ccc(OC)c(-c2cnc(-c3ccc(CNC(=O)c4ccc(OC)c(OC)c4)cc3)[nH]2)c1	-6	18	-10
Cc1ccccc1Cn1c(C(=O)N2CCN(C(=O)c3ccccc3F)C(C)C2)cc2ccoc21 (centres undefined)	-4	15	-7
COc1ccc(C)c2sc(=NC(=O)c3cc(C)no3)n(C)c12	-9	8	-7
CCCCCNC(=O)c1cc(N2CCSCC2)nc2ccccc12	-2	-16	-2
O=C1c2cccc(O)c2C(=O)c2c(O)cccc21	-5&-1	-7&-6	-6&-5
O=C(NC(c1ccccc1)c1ccccc1)[C@@H]1CCCN1C(=O)c1ccc(-n2cccn2)nc1	nt	-3	-3
O=C(Cc1ccccc1O)NCc1cccnc1Oc1ccccc1F	-18	8	-3

Entries above containing an NH in an aromatic ring, in the order listed:
SMILES	mcGAS lum	NPYLR7 agonist	hcGAS inh
CCOc1ccccc1-n1c(=O)[nH]c2c(C(N)=O)ncnc21	nt	11	-11
S=c1[nH]nc(-c2cccc(Br)c2)n1-c1ccccc1	-4	-7	-4
FC(F)(F)c1cccc(-n2nnnc2-c2nc3ccccc3[nH]2)c1	-8	1	-8
COc1cccc(-c2nc(-c3cn[nH]c3C)[nH]c2-c2cccc(OC)c2)c1	nt	6	-5
N#CC1(NC(=O)c2cc(I)c[nH]2)CC1	nt	2	-9
Cc1[nH]c(=O)[nH]c(=O)c1CCc1nnc(SCC(N)=O)o1	-6	-7	0
Cc1cc(NC(=O)c2ccc(S(=O)(=O)N(C)C)cc2)n(-c2nc(C)c(C)c(=O)[nH]2)n1	0	-3	-1
O=C(NCCn1[nH]c(=O)ccc1=O)c1ccccc1N1CCCC1	-12	nt	-7
CN(CCc1c[nH]c2ccccc12)C(=O)c1cncn1-c1cccc(-c2ccccc2C(F)(F)F)c1	-6	-2	-5
CCCCCCCCCC1c2c(n[nH]c2C)OC(=N)C1C#N (centres undefined)	-3	13	-2
O=C1NC(Cc2c[nH]c3ccccc23)C(=O)N1Cc1nc2ccccc2s1 (centres undefined)	nt	6	-5
Nc1ccc(-c2cc(C(=O)O)[nH]n2)cc1	-6	-5	-5
COc1ccc(OC)c(-c2cnc(-c3ccc(CNC(=O)c4ccc(OC)c(OC)c4)cc3)[nH]2)c1	-6	18	-10

Assay outcomes: PubChem, Fisher Drug Discovery Resource Center
